# VLA-4 allo ag = allosterically activates the human VLA-4 integrin | P13612 | Jurkat cells, LDV-FITC binding, flow cytometry | activation, % at 10 µM (by protocol) | 24,000 tested, under 10 active;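 active means fluorescent ligand binding to cells raised by more than 40% of the manganese-induced maximum; inconclusive means compound's own fluorescence above 85% of the ligand control signal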;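 further: 0% = ligand binding without compound and 100% = manganese-stimulated maximal binding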
# Target sequence (P13612 whole entry, looked up): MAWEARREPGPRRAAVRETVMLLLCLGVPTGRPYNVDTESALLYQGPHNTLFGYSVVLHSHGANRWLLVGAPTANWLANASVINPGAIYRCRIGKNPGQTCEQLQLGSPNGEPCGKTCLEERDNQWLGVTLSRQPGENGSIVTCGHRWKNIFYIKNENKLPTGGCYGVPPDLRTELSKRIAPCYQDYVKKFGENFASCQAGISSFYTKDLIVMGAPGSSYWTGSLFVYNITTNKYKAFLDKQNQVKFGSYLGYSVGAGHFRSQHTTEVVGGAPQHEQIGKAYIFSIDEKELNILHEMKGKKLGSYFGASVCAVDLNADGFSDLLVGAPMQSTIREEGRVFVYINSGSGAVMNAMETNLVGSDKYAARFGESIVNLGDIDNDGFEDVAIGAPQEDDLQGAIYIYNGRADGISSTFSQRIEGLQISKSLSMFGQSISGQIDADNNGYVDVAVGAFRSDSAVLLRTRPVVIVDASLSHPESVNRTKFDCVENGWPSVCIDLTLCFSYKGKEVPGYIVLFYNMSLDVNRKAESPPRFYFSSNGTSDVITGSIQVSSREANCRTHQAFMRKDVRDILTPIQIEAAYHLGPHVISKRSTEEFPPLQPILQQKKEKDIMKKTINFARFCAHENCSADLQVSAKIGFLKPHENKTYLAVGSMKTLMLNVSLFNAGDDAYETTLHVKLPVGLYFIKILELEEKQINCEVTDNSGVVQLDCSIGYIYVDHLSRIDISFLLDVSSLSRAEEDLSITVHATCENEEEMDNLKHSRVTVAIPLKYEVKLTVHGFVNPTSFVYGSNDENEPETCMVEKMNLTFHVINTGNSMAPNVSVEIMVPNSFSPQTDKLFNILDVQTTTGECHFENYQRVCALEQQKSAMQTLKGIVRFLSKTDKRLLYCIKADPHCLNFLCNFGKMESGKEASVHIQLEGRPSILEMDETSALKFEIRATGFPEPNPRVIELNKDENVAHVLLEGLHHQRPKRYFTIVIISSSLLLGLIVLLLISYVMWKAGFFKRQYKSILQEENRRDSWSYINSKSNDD
# LNCaP diff act = activators of LNCaP prostate cell differentiation. AID 795. side scatter shift, % at 10 µM. hit rate 0.56% among 24,000. flow cytometry side scatter, 4 d;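 active means side scatter shift above 30%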;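 further: androgen-responsive LNCaP prostate cancer cells in charcoal-stripped serum medium; percent of cells past a gate set so DMSO wells show 10% shift; higher shift means more granular cells and more differentiation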
# VLA-4 antagonist = inhibition of LDV-FITC ligand binding to human VLA-4 integrin. P13612. Jurkat cells, LDV-FITC binding with Mn2+, flow cytometry; 100% = Mn2+-driven binding gain fully reversed. inhibition, % at 10 µM (by protocol). hit rate 0.2% among 24,000. AID 529;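 active means inhibition above 50%; inconclusive means compound itself fluorescent, judged against control cell fluorescence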;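 further: 0% = Mn2+ stimulated cells lacking compound and 100% = ligand binding without Mn2+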
# Jurkat autofluor = counter-screen for VLA-4 integrin: compound autofluorescence in Jurkat cells. hit rate 0.61% among 24,000. flow cytometry; stronger effect = higher value; 1 = vehicle-only cell background. fluorescence ratio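 (tested at 10 µM compound in the well)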;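 active means fluorescence ratio above 2.44, which is 1 plus 3 SD of all ratios; inconclusive means signal too bright to measure linearly, ratio around 10 or more; inactive means fluorescence ratio below 2.44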;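 further: green fluorescence of cells measured with 488 nm excitation and 530 nm emission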
# Starred values were filed as active, the others as inactive; ? = inconclusive; · = not tested or not shown.
no.	structure	VLA-4 allo ag	LNCaP diff act	VLA-4 antagonist	Jurkat autofluor
1	COC(=O)c1c(C)nn(-c2ccccc2)c1N	-1	10	2	0.99
2	Cc1nccn1S(=O)(=O)c1ccc(Br)cc1Br	5	9	1	0.93
3	COc1ccc(-c2[nH]nc3c2C(c2ccncc2)C(C#N)=C(N)O3)cc1 (stereo not drawn)	-2	4	-16	0.97
4	Nc1nnc(-c2cn(-c3ccccc3)nc2-c2ccccc2)o1	1	6	-19	0.93
5	COc1ccc(C(CC(=O)O)NC(=O)Cc2ccccc2)cc1 (stereo not drawn)	8	·	26	0.92
6	COc1ccccc1NC(=O)CSC1CC(=O)N(c2ccc3c(c2)OCO3)C1=O (stereo not drawn)	8	3	-18	1
7	COc1nc(Oc2ccc(=O)n(C)n2)nc(N(C)C)n1	4	10	-12	1.1
8	CC(C)(C)C1CCc2onc(C(=O)NCc3ccc(F)cc3)c2C1 (stereo not drawn)	-2	9	-8	1.1
9	CCOC(=O)C1CCCN(C(=O)Cn2nc(CC)n3c(cc4sccc43)c2=O)C1 (stereo not drawn)	-5	2	18	1
10	CC1CCc2nc(N)c(C#N)c(-c3cccnc3)c2C1 (stereo not drawn)	?	11	?	1.1
11	COc1ccc(OC)c(NC(=O)CSc2nnc(CNC(=O)COc3ccc(Cl)cc3)o2)c1	-8	12	-15	1.1
12	CCc1ccc(N(CC(=O)NC2CCCCC2)S(=O)(=O)c2c(C)noc2C)cc1	-3	2	-31	1
13	C=CCSc1nc2c(c(=O)[nH]1)C(C(C)C)C(C#N)=C(N)O2 (stereo not drawn)	-4	3	-8	1.1
14	O=C(NCCCCNC(=O)c1cccnc1)c1cccnc1	-2	7	-24	1
15	CCCNS(=O)(=O)c1ccc(OCC(=O)NCc2ccco2)cc1	0	7	-4	1.1
16	O=C1CSC(c2ccccn2)N1c1ccccc1 (stereo not drawn)	?	19	?	1.1
17	O=C(CSc1nnc(COc2ccc(Cl)cc2)o1)N1CCN(c2ccccc2)CC1	1	4	0	0.97
18	COc1cc(C(Nc2ccccn2)c2ccc3ccc(C)nc3c2O)cc(OC)c1O (stereo not drawn)	-3	14	46	1
19	CC1CCCCC1NC(=O)Cn1ncc2ccccc21 (stereo not drawn)	4	2	12	0.96
20	O=C(CC(C(=O)N1CCc2ccccc21)n1ccnc1)N1CCc2ccccc2C1 (stereo not drawn)	11	3	-22	0.87
21	CCc1ccc(OCc2ccc(C(=O)NCc3ccccn3)o2)cc1	-14	3	?	1.2
22	CC(=O)c1c(C)[nH]c(C(=O)NCCN2CCC(C)CC2)c1C	3	5	-8	1.1
23	CCN(Cc1ccccc1)C(=O)CSc1nc(C)cc(C)c1C#N	-3	10	29	1
24	COc1cc(C)c(C#N)c(OC)n1	2	16	0	1.1
25	O=C(OCc1nnc(-c2ccccc2)o1)c1ccc2ccccc2n1	0	15	-1	1
26	O=C(Cn1cnc2c(nnn2Cc2ccccc2F)c1=O)NCC1CCCO1 (stereo not drawn)	3	6	6	1
27	COc1ccccc1NC(=O)CSc1nc2ccccc2c(=O)n1CCNC(C)=O	-1	6	8	1
28	CCCCN(C)C(=O)CCCCn1c(=O)[nH]c2cc(OCC)c(OCC)cc2c1=O	-6	8	17	1
29	CCN(CC)C(=O)c1c[nH]c2ccc(S(=O)(=O)Nc3cc(C)cc(C)c3)cc2c1=O	-4	9	-1	1
30	O=S(=O)(NCc1cccs1)c1cccc2cccnc12	5	6	-9	0.99
31	Cc1ccc(NC(=O)COS(=O)c2ccc(C)cc2)cc1 (stereo not drawn)	-2	13	-18	1.1
32	COc1cccc2cc(C(=O)N3CCc4ccccc43)c(=O)oc12	0	15	1	1
33	COc1ccc(C2C(C(N)=O)=C(C)Nc3nc(-c4ccccc4)nn32)cc1OC (stereo not drawn)	3	10	-17	1.1
34	CCOc1ccc(NC(=O)COc2nsnc2N2CCCCC2)cc1	0	29	-31	0.95
35	COc1ccc2c(c1OC)C(=O)N1c3cccc(Cl)c3C(=O)OC21 (stereo not drawn)	-2	2	15	1.1
36	CCOC(=O)N1CCN(C(=O)c2ccc(CNS(=O)(=O)c3ccc(OC)cc3)cc2)CC1	5	0	-11	1
37	O=C(NCc1ccc(Cl)cc1)c1noc2c1CCCC2	3	·	-3	1
38	Cc1c(C(=O)Nc2ccc3c(c2)OCO3)sc2nc(-c3ccccc3)cn12	-3	3	20	1.2
39	CCOC(=O)CSc1nc(N)c(C#N)c(-c2ccc(OCC)cc2)c1C#N	-5	10	-8	1.1
40	Cc1cc(C)cc(-n2cc3c(=O)n(C)c(=O)n(C)c3c2)c1	-5	6	-13	1
41	Cc1ccc(CNC(=O)CCS(=O)(=O)c2cccc3nonc23)cc1	-5	5	-21	1
42	O=C(O)c1ccc(-c2ccc(O)c(F)c2)cc1	3	2	-12	1.1
43	CC1CCN(C(=O)c2ccc(NC(=O)C3CCCO3)cc2)CC1 (stereo not drawn)	-2	6	1	0.99
44	Cc1nc2ccc(NC(=O)N3CCSCC3)cc2s1	-1	19	5	1.1
45	CCCCc1nc(NCCN2CCOCC2)c(C#N)c2c1COC(C)(C)C2	-9	9	17	1.1
46	CCn1nc(C)c(NC(=O)c2cc(Br)ccc2Cl)c1C	-1	2	-34	0.92
47	CCOC(=O)N1CCC(NC(=O)CS(=O)(=O)Cc2nc(-c3cccc(OC)c3)oc2C)CC1	-7	9	18	1.1
48	N#Cc1c(SCC(=O)N2CCOCC2)nsc1SCC(=O)N1CCOCC1	0	14	-19	1
49	COc1ccc2c(c1)c1nc(SCC(C)C)n(CCO)c(=O)c1n2C	4	3	-10	1
50	c1ccc(CCn2nnnc2C(c2cccs2)N2CCOCC2)cc1 (stereo not drawn)	?	19	?	1.1
51	COc1cccc(NC(=O)c2cn(C)c(=O)c3cc(OC)c(OC)cc23)c1	-4	13	-8	1.1
52	COc1cc2c(=O)n(Cc3ccco3)c(=O)n(CC(=O)c3ccc(Br)cc3)c2cc1OC	4	18	-8	1
53	Cc1ccc2c(c1)N(CC(=O)N1CCCCC1c1cccnc1)C(=O)CO2 (stereo not drawn)	6	15	-15	1
54	CC(C)[C@H](NC(=O)NC1CCCC1)C(=O)O	0	4	-20	1.1
55	COc1cccc(/C=N/n2cncn2)c1OCC#N	-5	4	10	0.97
56	CCOc1ccc(N(CC(=O)NC2CCCCCC2)S(=O)(=O)c2c(C)noc2C)cc1	-6	12	1	1.1

# Continued:
no.	structure	VLA-4 allo ag	LNCaP diff act	VLA-4 antagonist	Jurkat autofluor
57	Cc1nnc(SCC(=O)N2CCC(C(N)=O)CC2)s1	6	8	-25	1
58	O=C(COC(=O)CCOc1ccccc1)Nc1ccc(Cl)cn1	4	11	-4	1.1
59	COc1ccccc1-c1cc(C(F)(F)F)nc(S(=O)(=O)CCCC(=O)N2CCCCC2C)n1 (stereo not drawn)	?	3	?	1.1
60	CCOC(=O)N1CCN(C(=O)c2cc3c(=O)n(C)c4ccccc4c3n2C)CC1	12	0	-3	0.85
61	Cc1cc2c(c(=O)o1)C(Cc1ccccc1)C(C#N)=C(N)O2 (stereo not drawn)	-3	20	-9	1.1
62	CCN(Cc1ccccc1)S(=O)(=O)c1nc2nc(C)c(C)c(C)n2n1	3	12	-6	0.95
63	O=C(Cn1cc(C(=O)c2cccs2)c2ccccc21)NCc1ccc2c(c1)OCO2	?	6	?	0.92
64	COc1cc2c(=O)n(Cc3ccccc3)c(=O)n(CC(=O)NCC3CCCO3)c2cc1OC (stereo not drawn)	4	2	-22	0.97
65	CCCc1cc(C(=O)Nc2cc(OC)c(Cl)cc2OC)no1	-2	13	6	1.1
66	O=C(CSc1nc2ccsc2c(=O)n1Cc1ccccc1)NCc1ccco1	-7	3	13	1.2
67	Cc1nn(C(C)C(=O)O)c(=O)c2c1sc1ccccc12 (stereo not drawn)	?	1	?	1.1
68	CCOC(=O)N1CCC(NS(=O)(=O)c2ccc3c(c2)C(C)(C)C(=O)N3C)CC1	1	20	-16	1
69	CCC(CC)C(=O)Nc1c2cnn(-c3ccccc3)c2nc(=O)n1-c1ccccc1	-17	5	53*	1.1
70	CC1Cc2ccccc2N1C(=O)c1cnc2ccccn2c1=O (stereo not drawn)	-1	4	-8	1.1
71	COCCCNC(=O)c1ccccc1NS(=O)(=O)c1ccc(C)cc1	3	7	-6	1.1
72	COc1ccc(Nc2nc(N3CCCC3)c3ccccc3n2)cc1	-14	50*	42	1.1
73	CN(CC(=O)NCc1ccco1)S(=O)(=O)c1ccc2c(c1)n(C)c(=O)c(=O)n2C	2	2	11	1
74	O=C(Nc1cccc(C(F)(F)F)c1)C1CCCN(S(=O)(=O)c2cnc[nH]2)C1 (stereo not drawn)	-12	6	45	1.2
75	CCSc1nnc(NC(=O)CSc2nc3c(c(=O)n2C)SC(C)C3)s1 (stereo not drawn)	-5	0	-5	1.1
76	CCCS(=O)(=O)c1c(S(=O)(=O)CCC)c2cc(CC)ccn2c1C(=O)OC	-1	2	3	0.98
77	Cc1c(C(=O)Nc2nnc(C(F)(F)F)s2)oc2ccccc12	-2	17	-18	1
78	Cc1ccc(CNC(=O)C2c3ccccc3C(=O)N(C)C2c2c[nH]c3ccccc23)o1 (stereo not drawn)	0	1	-3	1
79	CCOC1OC2C(CO)OC(n3cnc4c(N)ncnc43)C2O1 (stereo not drawn)	1	3	44	1.1
80	CCCOc1ccc([C@@H]2C3CN(C(=O)OCC)CC=C3C(C#N)=C(N)C2(C#N)C#N)cc1OC (stereo partly drawn)	-12	7	12	1.7
81	CCOC(=O)C1CCN(c2c(N3CCN(c4ccccc4OC)CC3)c(=O)c2=O)CC1	-1	5	10	1.1
82	O=C(Cn1c(=O)n(CCC(=O)N2CCc3ccccc3C2)c(=O)c2ccccc21)NCC1CCCO1 (stereo not drawn)	4	19	-12	0.97

# Structures shown so far that have an aryl thioether with sulfur outside any ring (11):
no.	structure	VLA-4 allo ag	LNCaP diff act	VLA-4 antagonist	Jurkat autofluor
11	COc1ccc(OC)c(NC(=O)CSc2nnc(CNC(=O)COc3ccc(Cl)cc3)o2)c1	-8	12	-15	1.1
13	C=CCSc1nc2c(c(=O)[nH]1)C(C(C)C)C(C#N)=C(N)O2 (stereo not drawn)	-4	3	-8	1.1
17	O=C(CSc1nnc(COc2ccc(Cl)cc2)o1)N1CCN(c2ccccc2)CC1	1	4	0	0.97
23	CCN(Cc1ccccc1)C(=O)CSc1nc(C)cc(C)c1C#N	-3	10	29	1
27	COc1ccccc1NC(=O)CSc1nc2ccccc2c(=O)n1CCNC(C)=O	-1	6	8	1
39	CCOC(=O)CSc1nc(N)c(C#N)c(-c2ccc(OCC)cc2)c1C#N	-5	10	-8	1.1
48	N#Cc1c(SCC(=O)N2CCOCC2)nsc1SCC(=O)N1CCOCC1	0	14	-19	1
49	COc1ccc2c(c1)c1nc(SCC(C)C)n(CCO)c(=O)c1n2C	4	3	-10	1
57	Cc1nnc(SCC(=O)N2CCC(C(N)=O)CC2)s1	6	8	-25	1
66	O=C(CSc1nc2ccsc2c(=O)n1Cc1ccccc1)NCc1ccco1	-7	3	13	1.2
75	CCSc1nnc(NC(=O)CSc2nc3c(c(=O)n2C)SC(C)C3)s1 (stereo not drawn)	-5	0	-5	1.1

# Screening data from PubChem.

# These rows are one share of the data. The share of hits here may be higher or lower than overall.
